EBV gp42 inh – Epstein-Barr virus gp42 inhibitors, primary screen, biochemical, uHTS, fluorescence polarization | Fluorescence polarization binding assay, mP read-out | inhibition, % (tested at 21.74 µM) | AID 1085, 2008 | hit rate 0.42% among 220,000; in the data active = inhibition above about 50%
RBBP9 inhibitor – human RBBP9 inhibitors, primary screen, biochemical, fluorescence polarization, FP-Rh probe, HTS; recombinant RBBP9; inhibition, % at 7.94 µM; hit rate 0.2% among 220,000; AID 1515, 2009;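 active = inhibition above the campaign mean of all tested compounds plus 3 SD, cut at about 14% in these data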;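 note: plate controls were DMSO wells with RBBP9 for no effect and wells lacking RBBP9 protein for full effect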
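System: RBBP9 protein / Quantity: 2.5 µM RBBP9 dispensing solution, before mixing / Also added: Serine-hydrolase probe FP-Rh, 375 nM pre-mixing / Dosing: 7.94 µM single dose, 0.794% DMSO / Timing: enzyme-compound preincubation 30 min, then probe labeling 45 min, 25 °C / Signal: FP readout at 525/598 nm / Controls: DMSO-treated enzyme wells and wells lacking RBBP9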
Furin inh – human furin inhibitors, primary screen, biochemical, fluorescence intensity; inhibition, % at 30 µM; AID 463115, 2010; purified furin, fluorogenic substrate cleavage; hit rate 0.061% among 220,000; in the data active = inhibition above about 25%; note: inactives centre near -15
p47phox inh – p47phox/p22phox peptide binding inhibitors, primary screen, biochemical, uHTS, NADPH oxidase regulatory subunit | hit rate 0.53% among 220,000 | fluorescence polarization, 2 h | inhibition, % at 24.7 µM | AID 1274, 2008 | Neutrophil cytosol factor 1 (Homo sapiens), P14598;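 active = inhibition above about 30%, limit read from the data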;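 note: 0% = p47phox with labelled peptide and 100% = labelled peptide alone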
Runt-CBFb FRET – inhibitors of RUNX1 Runt–CBFb binding, primary screen, biochemical, FRET, Cerulean-Runt, Venus-CBFb, uHTS. Runt-related transcription factor 1 (Homo sapiens) + Core-binding factor subunit beta …. Cerulean-Runt/Venus-CBFb FRET ratio 530/480, 1 h. inhibition, % at 20 µM. hit rate 0.46% among 220,000. AID 1496, 2009;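 active = inhibition over about 50% at 20 µM in the single-dose screen, limit read from the data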;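 note: 0% = DMSO wells and 100% = excess unlabeled CBFb competitor control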
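Assay system: Cerulean-Runt domain / Medium: Tris 50 mM pH 7.5, KCl, K2SO4, 0.01% BSA / Timing: protein complex preformed 1 h, compound exposure 1 h, room temperature, dark / Measured by: FRET, excitation 422 nm, emission at 530 and 480 nm / Evaluation: loss of energy transfer signal / Control set: 5 µM unlabeled CBFb as full-inhibition high control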
Runt-SMMHC FRET – inhibitors of RUNX1 Runt–CBFb-SMMHC binding, primary screen, biochemical, FRET, Cerulean-Runt, Venus-CBFb-SMMHC, uHTS; inhibition, % at 20 µM; AID 1434, 2008; Cerulean-Runt/Venus-CBFb-SMMHC FRET ratio 530/480, 1 h; Runt-related transcription factor 1 (Homo sapiens) + Core-binding factor subunit beta …; hit rate 0.74% among 220,000;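 active = mean inhibition across duplicate retests at 20 µM reaching about 50%, limit read from the data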;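 note: 0% = DMSO wells and 100% = wells with excess untagged CBFb-SMMHC; inhibitors lower the FRET ratio by blocking Runt binding to CBFb-SMMHC; some results filed as inactive read as strong as hits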
m-calpain inh – inhibitors of pig calpain II, primary screen, biochemical, fluorogenic peptide substrate, 1536-well | purified calpain II, 30 min | inhibition, % at 16 µM | hit rate 0.37% among 220,000;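 active = inhibition above about 50%, limit read from the data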
Tb hexokinase – Trypanosoma brucei hexokinase 1 inhibitors, primary screen, biochemical, G6PDH-coupled NADH absorbance, MLSCN library; hexokinase 1 [Trypanosoma brucei]; recombinant TbHK1, G6PDH-coupled NADH A340; inhibition, % at 10 µM; hit rate 0.11% among 220,000;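 active = inhibition of 50% or more in the single-dose primary screen; inactive = inhibition below 50%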
p97 ATPase inh – inhibitors of human p97 ATPase, primary screen, biochemical; recombinant p97 ATPase, Kinase-Glo ATP luminescence, 3 h; inhibition, % at 8 µM; hit rate 0.42% among 220,000; in the data active = inhibition above about 15%;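 note: 0% = DMSO vehicle and 100% = wells lacking enzyme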
Target sequence (P55072 whole entry, looked up): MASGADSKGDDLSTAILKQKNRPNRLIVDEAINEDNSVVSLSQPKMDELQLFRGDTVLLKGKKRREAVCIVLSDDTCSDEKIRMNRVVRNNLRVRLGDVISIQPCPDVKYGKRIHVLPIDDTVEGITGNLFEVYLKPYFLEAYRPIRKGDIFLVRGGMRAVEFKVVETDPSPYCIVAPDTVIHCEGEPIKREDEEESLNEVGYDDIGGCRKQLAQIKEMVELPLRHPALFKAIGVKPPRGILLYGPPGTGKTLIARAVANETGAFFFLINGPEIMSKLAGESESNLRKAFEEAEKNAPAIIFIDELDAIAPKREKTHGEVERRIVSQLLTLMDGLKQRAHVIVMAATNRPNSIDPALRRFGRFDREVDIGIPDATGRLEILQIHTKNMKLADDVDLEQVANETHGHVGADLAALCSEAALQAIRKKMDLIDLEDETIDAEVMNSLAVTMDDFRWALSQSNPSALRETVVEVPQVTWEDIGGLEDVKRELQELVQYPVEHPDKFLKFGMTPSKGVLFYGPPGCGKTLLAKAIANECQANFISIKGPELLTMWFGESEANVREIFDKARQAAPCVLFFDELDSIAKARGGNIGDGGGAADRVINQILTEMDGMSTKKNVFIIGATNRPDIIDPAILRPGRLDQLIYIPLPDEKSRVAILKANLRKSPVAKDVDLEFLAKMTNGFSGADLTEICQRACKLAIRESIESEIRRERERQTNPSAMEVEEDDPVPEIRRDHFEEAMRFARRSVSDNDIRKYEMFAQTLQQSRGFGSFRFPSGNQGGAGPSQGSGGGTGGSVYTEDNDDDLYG
Active calls of the source: *; i = inactive; / = no result given; [ ] = remark or other dose.

SMILES,EBV gp42 inh,RBBP9 inhibitor,Furin inh,p47phox inh,Runt-CBFb FRET,Runt-SMMHC FRET,m-calpain inh,Tb hexokinase,p97 ATPase inh
CC1CN(C(=O)/C=C/c2ccc3c(c2)OCO3)CC(C)O1 (centres undefined),2,-4,-3[20 µM],2,-1,-11,-35,-26,-4
Nc1nonc1-c1nc2ccccc2n1Cc1ccc(Cl)cc1,-24,-6,-26,0,0,1,-13,-3,4
COC(=O)C1=C(C)N(CCc2c[nH]c3ccccc23)C(=O)C1,6,-3,-23,-5,1,0,-23,-3,1
COc1ccc(C(=O)Nc2ccc3cn[nH]c3c2)c(OC)c1,-12,-5,-17,-33,-2,-2,11,-4,7
C1=C(c2ccccc2)Nc2nnnn2C1c1cccs1 (centres undefined),16,-4,-21[20 µM],-8,1,-7,-18,0,2
CCn1cc([N+](=O)[O-])c(C(=O)Nc2nc3ccc(OC)cc3s2)n1,0,-5,-18,8,0,3,18,-3,-3
O=C(CSc1ccc2nnc(-c3ccc(Cl)cc3)n2n1)N1CCc2ccccc21,-25,-8,-21,7,-2,-4,-70,-6,-3
COc1ccc(NC(=S)NCCCN2CCCC2)cc1Cl,-2,-7,-9,1,15,22,31,7,-2
O=C(Nc1ccc(S(=O)(=O)Nc2ncccn2)cc1)c1ccc2ncsc2c1,-11,6,-7,-63,3,-2,9,-9,0
C=CCc1ccc(OCCOCCOc2ccccc2[N+](=O)[O-])c(OC)c1,-16,-2,-12,-2,-4,-9,18,-10,-8
O=S(=O)(c1ccc(S(=O)(=O)N(Cc2cccs2)CC2CCCO2)cc1)N1CCCCC1 (centres undefined),-7,-1,-13,-10,0,-1,-236,-8,1
CCOc1ccc(NC2=NCCC(=O)N2Cc2cccs2)cc1,-21,-4,-17,-9,2,2,12,3,-4
CC(C)Cc1ccc(/C=C/C(=O)NC2CC2)cc1,-2,-6,-19,-10,-6,-6,-1,0,1
Cc1ccc(OCC(=O)Nc2ccc3c(c2)nc(CCN2CCOCC2)n3C)cc1,-21,-3,-23,-6,-3,1,-36,5,4
Cn1nc(C(=O)N2CCOCC2)c([N+](=O)[O-])c1C(=O)N1CCOCC1,-4,-6,-12,-6,1,4,-4,-1,3
NS(=O)(=O)c1ccc(CCNC(=O)Nc2ccc(Cl)c(Cl)c2)cc1,2,-2,-13[20 µM],-15,1,-6,25,-1,-1
Cc1nc2sc(C(c3ccco3)N3CCC4(CC3)OCCO4)c(O)n2n1 (centres undefined),/,-4,-16[20 µM],/,/,/,/,-20,0
FC(F)(F)c1nc2ccccc2n2c(-c3c(Cl)cccc3Cl)nnc12,-17,-5,-17[20 µM],-10,-1,1,-4,-5,-3
COc1cc(C2CC(=O)N(CC(=O)NCC3CCCO3)c3ccccc3S2)cc(OC)c1OC (centres undefined),2,-2,-11,-1,-1,-9,24,-1,-2
O=C(CN(Cc1ccccc1)C1=NCCS1)c1ccc(Cl)cc1,-19,-1,-27,-4,2,3,22,11,2
Cc1cc(C(=O)Nc2ccccc2N2CCCCC2)no1,-13,-2,-10,-3,-3,0,6,-2,-6
CCCN(CC(=O)Nc1ccc(C(N)=O)cc1)CC(=O)Nc1ccccc1C,-16,-6,-14,-11,0,1,-18,-6,2
CCc1ccc2nc(NC(=O)c3ccc4c(=O)[nH]c(CN5CCOCC5)nc4c3)sc2c1,-72,-2,-24,0,-12,-10,i,-24,3
O=C(Nc1ccc(Br)cc1Cl)c1cnccn1,-5,-7,-21,-24,2,-2,-9,-2,4
COCCn1nnnc1SCC(=O)Nc1ccc2c(c1)OCO2,11,-9,-12,-4,2,4,-11,-3,2
CCOCCCNC(=O)C(c1ccc(C)cc1)N(Cc1cccs1)C(=O)CNC(C)=O (centres undefined),-14,-4,-14,-3,1,1,-5,-4,3
Cc1ccc(NC(=O)CN2CCC(NC(=O)Cc3ccccc3)CC2)c(C)c1,-5,1,-10,-4,1,-2,2,15,-1
CSc1snc(SCC(N)=O)c1C#N,-4,2,3,0,-1,-1,-32,-5,-3
O=c1[nH][nH]c(C(F)(F)F)c1C=NCc1ccc(Cl)cc1,0,-3,-29[20 µM],-11,1,-1,-20,-19,3
COc1ccc(CCNC(=O)CSc2ccc(-c3cccs3)nn2)cc1OC,-18,-1,-13,-10,1,0,-15,-12,8
Cc1ccc(-c2cc(-c3ccccc3)nc(Cl)n2)cc1,-19,-2,-17[20 µM],-4,-3,-2,-11,-3,2
CC(C)(CSc1ccccn1)NS(=O)(=O)c1ccccc1,-17,-2,-6,-2,0,-4,11,-8,-2
Cn1c2ccccc2c(=O)c2c(=O)n(Cc3ccco3)c(COc3ccccc3)nc21,38,5,-25,-59,32,23,-38,3,11
O=C(NNc1cc(N2CCOCC2)nc(N2CCOCC2)n1)c1ccc(Cl)c(Cl)c1,3,-2,-16,-5,1,3,-10,1,3
O=C(CCN1CCOCC1)c1ccccc1,-3,-2,-22[20 µM],3,2,3,14,-5,2
Cc1ccc(SCc2cc(=O)n(C)[nH]2)cc1,-6,-3,-22,-10,0,-5,-15,1,-4
O=C(NCc1ccccc1Cl)c1ccccc1CCc1ccccc1,-11,-4,-13,-9,-3,-5,21,34,-1
CC(C)OC(=O)CSc1nc(-c2ccc(F)cc2)cc(C(F)(F)F)n1,-3,0,-21[20 µM],-2,-6,-12,10,6,1
CCOc1ccc(C(=O)Nc2sc3c(c2C(=O)OC)CC(C)(C)NC3(C)C)cc1,-9,2,-9,-8,-1,-1,-179,-14,-3
COc1ccc(N2CCN(c3nc4ccccc4n3CC(=O)c3ccccc3)CC2)cc1,9,-4,-3,-12,-2,-5,8,7,-7
O=C(CSc1nnnn1C1CCCCC1)NNC(=O)c1ccco1,2,-3,-14,0,1,2,-18,0,1
Cn1cccc1/C=C1\SC(=S)N(NC(=O)c2ccc(Cl)cc2)C1=O,-70,-10,-6,-15,-31,-27,-4,3,2
Cc1nnc(SCc2cccc([N+](=O)[O-])c2)s1,-3,-7,-14,-8,2,-2,21,5,2
CC(Oc1cccc(Cl)c1)C(=O)NCCCCc1ccccc1 (centres undefined),5,-14,-13,-3,-3,-2,0,37,-5
COc1cc(Cl)ccc1NC(=O)COc1ccccc1C(=O)N1CCN(c2ccc(O)cc2)CC1,1,-2,-13,2,17,13,-12,4,8
CCOC(=O)C1=C(O)C(=O)N(Cc2cccnc2)C1c1ccc(OC)cc1 (centres undefined),0,-3,-19,-8,-2,2,-19,-5,2
COc1cccc(-c2cc(C(=O)N3CCCCC3C)no2)c1 (centres undefined),-10,-6,-12,-16,1,2,7,-1,-2
C/C=C/COC(=O)c1[nH]c2c(c1C)C(=O)CC(c1ccco1)C2 (centres undefined),-13,-5,-17,-18,30,13,-98,4,-3
COc1ccc(CC(=O)n2nc(-c3ccccc3)nc2NCc2ccco2)cc1,-26,-1,-14[20 µM],-67,0,-1,-54,-8,-5
COc1ccc(NC(=O)C2CC(=O)OC23CCOC(C)(C)C3)cc1 (centres undefined),0,5,2[20 µM],-12,1,0,18,2,-2

(next part)
SMILES,EBV gp42 inh,RBBP9 inhibitor,Furin inh,p47phox inh,Runt-CBFb FRET,Runt-SMMHC FRET,m-calpain inh,Tb hexokinase,p97 ATPase inh
O=C1c2cc(N3CCCC3)c([N+](=O)[O-])cc2C(=O)N1c1ccccc1,-2,-4,-7,-4,-1,-4,-14,31,2
CC(=O)OCc1cc(=O)n(C)c(=O)n1C,-20,2,-21[20 µM],39*,3,-2,-24,-4,3
Nc1ccc(Nc2nc(-c3cccs3)cs2)cc1,4,-3,-30,-5,/,/,-78,-8,4
COCCCNCC(=O)c1c(N)n(Cc2ccccc2)c(=O)n(C)c1=O,-4,6,-19[20 µM],-7,0,1,7,4,1
O=C(NC(NC1CCS(=O)(=O)C1)C(Cl)(Cl)Cl)c1ccc(Br)cc1 (centres undefined),-4,-9,-5,-4,/,-2,13,7,-3
CC(=O)Nc1ccccc1C(=O)C(=O)Nc1ccc(C)c(F)c1,-13,3,-29,-9,-1,1,-5,-4,1
O=C(Nc1ccc(Cl)cn1)C1C(c2ccccc2)C1(Cl)Cl (centres undefined),2,-5,-14,5,1,0,42,3,17*
COc1ccc(OC)c(S(=O)(=O)NCc2cn3cccc(C)c3n2)c1,-14,-4,-8[20 µM],1,0,1,20,-1,1
CC(=O)Nc1ccc(S(=O)(=O)N2CCCN(S(=O)(=O)c3ccc(C)cc3)CC2)cc1,-8,-3,-19,-6,1,-2,-8,1,5
COCCNC(=O)CN1CCN(Cc2cccc(Cl)c2)C1=O,2,2,-29,6,-1,0,13,-2,3

Fetched by compound from above:
SMILES,EBV gp42 inh,RBBP9 inhibitor,Furin inh,p47phox inh,Runt-CBFb FRET,Runt-SMMHC FRET,m-calpain inh,Tb hexokinase,p97 ATPase inh
COCCCNCC(=O)c1c(N)n(Cc2ccccc2)c(=O)n(C)c1=O,-4,6,-19[20 µM],-7,0,1,7,4,1
COc1ccc(OC)c(S(=O)(=O)NCc2cn3cccc(C)c3n2)c1,-14,-4,-8[20 µM],1,0,1,20,-1,1

Bioassay records (PubChem BioAssay)
